NCF1 inh: inhibitors of human p47phox binding; P14598; p47phox/p22phox peptide binding, fluorescence polarization, 2 h; inhibition, % at 24.7 µM; hit rate 0.53% among 220,000;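 active means inhibition above about 30%, limit read from the data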;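 further: 0% = p47phox with labelled peptide and 100% = labelled peptide alone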
Target sequence (P14598 whole entry, looked up): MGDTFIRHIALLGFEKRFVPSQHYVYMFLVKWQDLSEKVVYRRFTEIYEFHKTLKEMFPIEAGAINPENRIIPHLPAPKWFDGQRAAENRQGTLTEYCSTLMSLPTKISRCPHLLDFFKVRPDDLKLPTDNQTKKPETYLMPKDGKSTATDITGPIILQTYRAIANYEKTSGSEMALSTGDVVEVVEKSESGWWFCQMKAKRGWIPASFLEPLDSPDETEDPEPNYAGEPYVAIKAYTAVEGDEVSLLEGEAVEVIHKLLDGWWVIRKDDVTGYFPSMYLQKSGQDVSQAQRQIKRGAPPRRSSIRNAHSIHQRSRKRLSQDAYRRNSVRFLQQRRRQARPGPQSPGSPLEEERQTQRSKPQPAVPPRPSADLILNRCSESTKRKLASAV
PPC-1+TRAIL kill: compounds killing PPC-1 cancer cells with TRAIL present (potentiator screen, no TRAIL-free arm); hit rate 0.41% among 220,000; PPC-1 cells + TRAIL, ATPLite viability luminescence; cell killing (% activity), % at 4 µM;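 active means cell killing above 50% in the first pass at 4 µM, then a duplicate retest at 5 µM averaging 50% or more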;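 further: plate controls were cells with TRAIL plus DMSO for no effect and medium-only wells lacking cells for full effect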
TbHK1 inh: T. brucei hexokinase 1 inhibition. recombinant TbHK1, G6PDH-coupled NADH A340. inhibition, % at 10 µM. hit rate 0.11% among 220,000;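 active means inhibition of 50% or more in the single-dose primary screen; inactive means inhibition below 50%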
BaF3 tox: counter-screen for JAK2V617F inhibitors: parental Ba/F3 viability inhibitors | hit rate 1.1% among 220,000 | inhibition, % at 5.6 µM | CellTiter-Glo ATP luminescence;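 active means inhibition above a per-campaign cutoff, the mean inhibition of all tested compounds plus 3 SD, cut at about 27% in these data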;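 further: 0% = DMSO wells and 100% = JAK Inhibitor I control wells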
Furin inhibitor: inhibitors of human furin; hit rate 0.061% among 220,000; inhibition, % at 30 µM; purified furin, fluorogenic substrate cleavage; P09958; in the data active means inhibition above about 25%; further: inactives centre near -15
Target sequence (P09958 108-714 limits assumed): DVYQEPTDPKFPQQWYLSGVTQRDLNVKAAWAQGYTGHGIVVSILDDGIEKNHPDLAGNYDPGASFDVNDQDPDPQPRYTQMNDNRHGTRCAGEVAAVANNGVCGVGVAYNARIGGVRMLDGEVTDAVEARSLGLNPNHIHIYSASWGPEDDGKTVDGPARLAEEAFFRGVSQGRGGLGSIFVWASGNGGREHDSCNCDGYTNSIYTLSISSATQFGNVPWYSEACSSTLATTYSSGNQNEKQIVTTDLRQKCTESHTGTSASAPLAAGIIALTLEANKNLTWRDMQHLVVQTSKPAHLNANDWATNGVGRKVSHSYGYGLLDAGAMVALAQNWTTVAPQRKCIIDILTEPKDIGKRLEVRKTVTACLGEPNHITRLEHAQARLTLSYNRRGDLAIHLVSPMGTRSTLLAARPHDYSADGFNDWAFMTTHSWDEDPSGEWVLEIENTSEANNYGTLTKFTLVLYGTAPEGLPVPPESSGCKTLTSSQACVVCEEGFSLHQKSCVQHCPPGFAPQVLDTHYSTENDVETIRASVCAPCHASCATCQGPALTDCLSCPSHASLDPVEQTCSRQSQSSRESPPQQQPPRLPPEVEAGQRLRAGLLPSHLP
Ba/F3 V617F tox: loss of viability in JAK2V617F-driven Ba/F3 cells; Ba/F3 EpoR-JAK2V617F viability, ATP luminescence; inhibition, % at 5.6 µM; hit rate 1.1% among 220,000;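 active means inhibition above the campaign mean plus 3 SD over all tested compounds, cut at about 24% in these data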;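 further: cytokine-independent growth of Ba/F3 cells driven by EpoR plus mutant JAK2; 0% = DMSO-treated cells and 100% = JAK inhibitor I control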
EP2 antag: blocks the human prostaglandin E2 receptor EP2; AID 1422; hit rate 0.52% among 260,000; C6 glioma cells expressing human EP2, cAMP TR-FRET; cells stimulated with saturating PGE2; inhibition, % at 25 µM;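 active means percent inhibition above 40 after rounding to a whole number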;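 further: rat C6 glioma host cells with rolipram phosphodiesterase inhibitor present; the protocol text gives 20 µM as final concentration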
RBBP9 inh: blocks human serine hydrolase RBBP9; O75884; recombinant RBBP9, FP-Rh probe fluorescence polarization; inhibition, % at 7.94 µM; hit rate 0.2% among 220,000;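 active means inhibition above the campaign mean of all tested compounds plus 3 SD, cut at about 14% in these data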;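 further: plate controls were DMSO wells with RBBP9 for no effect and wells lacking RBBP9 protein for full effect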
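Assay system: recombinant human RBBP9; Reagent: Serine-hydrolase probe FP-Rh, 375 nM pre-mixing; Doses: 7.94 µM single dose, 0.794% DMSO; Incubation: 30 min then 45 min, 25 °C; Detection: fluorescence polarization (mP), excitation 525 nm, emission 598 nm; Evaluation: percent inhibition from mP, scaled between DMSO and no-protein wells.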
p97 inhibitor: inhibitors of human p97 ATPase; inhibition, % at 8 µM; P55072; recombinant p97 ATPase, Kinase-Glo ATP luminescence, 3 h; hit rate 0.42% among 220,000; in the data active means inhibition above about 15%;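 further: 0% = DMSO vehicle and 100% = wells lacking enzyme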
* hit, by the source's call; / = not tested or not shown; & = joins results of further samples; [ ] = another dose, or the depositor's remark. This is a subset, so the mix of outcomes need not match the whole.

SMILES	NCF1 inh	PPC-1+TRAIL kill	TbHK1 inh	BaF3 tox	Furin inhibitor	Ba/F3 V617F tox	EP2 antag	RBBP9 inh	p97 inhibitor
O=C(C1CCN(Cc2ccccc2)CC1)N1CCN(C/C=C/c2ccccc2)CC1	-6	12	-10	3	-22	-2	9	0	8
C=CCn1c(SCC(=O)c2[nH]c(C)c(C(=O)OCC)c2C)nc2scc(-c3ccc(OC)cc3)c2c1=O	-47	19	-8	3	-28	-4	8	-1	2
CCOc1ccc(OCC)c(S(=O)(=O)N2CCCCC2)c1	-5	3	-1	3	-15	1	4	-11	0
O=C1CC(N2CCOCC2)C(=O)N1c1ccccc1Cl (stereo unspecified)	5	7	-2	5	-17[20 µM]	-1	6	-10	3
Fc1ccc(C[n+]2csc3ccccc32)cc1	-5	14	2	8	-8[20 µM]	0	1	-9	2
Cc1ccc(/C=N/NC(=O)CNC(=O)COc2ccccc2)o1	8	25	-19	7	-17	1	5	-10	3
CCOC(=O)c1sc(NC(=O)CCCCCN2C(=O)c3cccc4cccc(c34)C2=O)nc1C	7	14	-35	4	-19[20 µM]	2	2	-11	-5
COc1ccc(-c2nn(-c3ccccc3)cc2C#N)cc1	-13	1	-23	1	-16[20 µM]	-3	7	3	-1
CCC(CO)NCc1ccc(OCC(=O)Nc2cccc(C(F)(F)F)c2)c(OC)c1 (stereo unspecified)	-12	52*	9	6	-12	3	5	1	-4
CC1(C)CC(NC(=O)COc2ccc([N+](=O)[O-])cc2)CC(C)(C)N1	-4	-5	-4	10	-20	-1	3	6	4
C/C(=N\O)c1c(C)c2ccccc2n1C	-4	-8	-2	1	-6	3	8	-9	-5
O=C(Cn1nnc2ccccc21)c1ccc([N+](=O)[O-])cc1	-4	22	-16	-15	-16	3	0	4	3
Cc1cccc(C)c1NC(=O)C(c1ccccc1)N1CCN(C(=O)c2ccco2)CC1 (stereo unspecified)	-1	4	12	5	-28	-2	7	3	5
Cc1[nH]n(-c2ccccc2)c(=O)c1/C=N/N(c1ccccc1)c1ccccc1	-14	-2	-22	5	-34	-2	7	0	0
CCC(C(=O)O)n1c(C(F)(F)F)nc2ccccc21 (stereo unspecified)	-1	10	2	-3	-23[20 µM]	-1	6&11	-8	0
CCN(CC)C(=O)CSc1nc2ccccc2c(=O)n1OC(C)C	-6	-18	-7	2	-17[20 µM]	-2	2	5	-4
CC(C)(C)c1csc(Sc2ccc([N+](=O)[O-])cn2)n1	-9	12	-8	1	-29	4	8	-8	1
OCCN1CCN(Cc2cc(Cl)c3cccnc3c2O)CC1	-13	16	-7	0	-18[20 µM]	-5	-1	3	5
O=C(Nc1ccccc1)C1=C[C@H](C2CC2)C[C@H](OCCCCO)O1	-6	18	-8	0	-24	-4	5	3	12
Nc1[nH]ncc1-c1ccccc1	4	-10	5	2	-20	-2	8	3	3
CN(CC(=O)Nc1ccc(F)cc1)CC(=O)Nc1ccc(F)c(F)c1F	-3	14	-3	2	-17	-4	5	-6	5
COc1cc(OC)cc(C(=O)N2CCN=C2SCc2cccnc2)c1	3	24	1	2	-29	-4	11	-8	5
CC(C)c1nccn1CCC(=O)O	-2	0	-9	0	-21[20 µM]	-3	11	3	3
CCCN1CCN(CCCNC(=O)Cn2nc(-c3ccccc3)ccc2=O)CC1	-6	18	0	0	-5	-2	8	-4	4
O=C(c1ccccc1)c1ccc(OCC(O)CN2CCN(Cc3ccccc3)CC2)cc1 (stereo unspecified)	5	13	2	8	-2[20 µM]	5	4	-11	-12
CCc1cccc(CC)c1NC(=O)CN1CCN(c2ccccc2)CC1	-13	12	3	1	0	2	2	-1	-7
O=S(=O)(c1ccc(Cl)cc1Br)N1CCCCC1	-7	17	0	3	-2[20 µM]	-1	6	-3	-4
COc1ccc(NC(=O)CC2S/C(=N\c3nccs3)N(C)C2=O)cc1 (stereo unspecified)	-2	10	-5	0	-22	-3	9	-8	3
O=C(c1ccc2ccccc2c1)c1c[nH]cc1-c1ccccc1	-18	7	-4	4	0[20 µM]	-1	8	3	7
C=CCOCCN1C(=O)C2C3C=CC(C2C1=O)C1C2C(=O)N(CCOCC=C)C(=O)C2C31 (stereo unspecified)	-2	-7	7	6	-14	2	1	-4	-5
O=S(=O)(CCSc1ccccn1)c1nc2ccccc2s1	-15	12	-7	2	-18[20 µM]	17	9	-3	6
O=C(/C=C/c1ccccc1Cl)N(Cc1cccs1)C1CCS(=O)(=O)C1 (stereo unspecified)	-7	10	-8	-2	-12	-4	8	-9	3
CSc1ccccc1NC(=O)CSCc1ccccc1Br	-10	5	-8	0	-21	-2	/	-2	-4
COC(=O)C(CC(C)C)NC(=O)C(Cc1ccccc1)NC(=O)C1CCCN1C(=O)OC(C)(C)C (stereo unspecified)	-6	8	1	4	-22	-2	5	-2	6
C#CCSc1n[nH]c(-c2ccco2)n1	-3	9	3	-3	-12	1	12&12	-15	-3
CCOC(=O)c1sc(NC(=O)Cn2nnc3sc4c(c3c2=O)CCC(C(C)(C)C)C4)nc1C (stereo unspecified)	-72	11	-12	6	-26	-1	7	-10	3
COCCNC(=O)C(OC(=O)C1=Cc2ccccc2OC1)C(C)C (stereo unspecified)	-7	10	-11	-1	-13	-2	16&13	-3	6
CCOC(=O)c1c(NC(=S)Nc2cccc(C)c2)sc2c1CC(C)(C)SC2	-12	25	-13	8	-12	-1	14	-2	-2
O=C(CCN1c2ccccc2Sc2ccccc21)OCC(=O)N1CCN(C(=O)c2ccco2)CC1	12	12	-14	3	-2	3	10	0	-12
CC(C)c1ccc(/C=C2\NC(=S)N(Cc3cccnc3)C2=O)cc1	-3	1	-2	6	-24	0	7	-1	0
Brc1ccc(/C=N/Nc2ncnc3c2cnn3Cc2ccccc2)cc1	0	33	-36	0	12[20 µM]	-5	/	0	3
CCn1nnnc1SCC(=O)N1CCN(c2ccccc2)CC1	-10	19	-6	-2	-6	-2	6	-1	4
O=C(Nc1cccc(-c2nc3ccccc3s2)c1)C1=COCCO1	-31	23	-7	2	-14	-2	8	-9	1
Nc1ncnc(Nc2ccc(S(N)(=O)=O)cc2)n1	-4	-11	-9	-4	-25	-1	3	2	2
Cc1cc(Br)ccc1OCC(=O)N1CCCCCC1	-3	18	1	3	5[20 µM]	2	11	-2	1

Looked up above:
CC(C)c1ccc(/C=C2\NC(=S)N(Cc3cccnc3)C2=O)cc1 | Ba/F3 V617F tox: 0
O=C(CCN1c2ccccc2Sc2ccccc21)OCC(=O)N1CCN(C(=O)c2ccco2)CC1 | EP2 antag: 10

3 structures from above, sorted by heavy-atom count, low to high.
SMILES	NCF1 inh	PPC-1+TRAIL kill	TbHK1 inh	BaF3 tox	Furin inhibitor	Ba/F3 V617F tox	EP2 antag	RBBP9 inh	p97 inhibitor
CCN(CC)C(=O)CSc1nc2ccccc2c(=O)n1OC(C)C	-6	-18	-7	2	-17[20 µM]	-2	2	5	-4
Brc1ccc(/C=N/Nc2ncnc3c2cnn3Cc2ccccc2)cc1	0	33	-36	0	12[20 µM]	-5	/	0	3
CCOC(=O)c1sc(NC(=O)CCCCCN2C(=O)c3cccc4cccc(c34)C2=O)nc1C	7	14	-35	4	-19[20 µM]	2	2	-11	-5

Additional results:
SMILES	NCF1 inh	PPC-1+TRAIL kill	TbHK1 inh	BaF3 tox	Furin inhibitor	Ba/F3 V617F tox	EP2 antag	RBBP9 inh	p97 inhibitor
CCCc1[nH]nc2c1C(Cc1ccccc1)C(C#N)=C(N)O2 (stereo unspecified)	-3	12	-1	4	-18	2	6&11	4	-8
COC(=O)c1sc(-c2ccc(C(C)(C)C)cc2)cc1NC(=O)COCC(=O)O	-19	9	-20	0	-3	-3	7	-14	-1
Cn1cc(Br)c(NC(=O)/C=C/C(=O)O)n1	10	10	26	-3	-33	3	7	-3	3
CCOC(=O)CCC(=O)N1CCNC(=O)C1	0	-4	-3	11	-25	1	10	3	2
O=S(=O)(Nc1ccc2c(c1)OCO2)c1ccccc1	12	3	-4	1	-28[20 µM]	-2	5	-8	1
CC(C)c1nnc(NC(=O)CSc2nc3ccccc3s2)s1	-9	28	-3	2	-21	-2	9	-5	-1
Cc1ccc2[nH]c(=O)c(CN(C)C(=O)c3ccccn3)cc2c1	-5	11	-24	0	-14	-3	12	-2	3
COCCCNC(=O)CN1C(=O)/C(=C/c2ccccc2)Sc2ccccc21	-11	22	-28	-6	-17	2	5	-3	-1
CCN(CC)S(=O)(=O)c1ccc(C(=O)NCCN2C(=O)S/C(=C\c3cccnc3)C2=O)cc1	-15	24	-13	8	-27	-1	6	4	3
CCCCSc1nnc(CNC(=O)C23CC4CC(CC(C4)C2)C3)n1Cc1ccccc1	-6	10	9	3	-10	-4	14	2	1
Cc1ccc(-c2ccc(S(=O)(=O)N3CCCC3)cc2)cc1	-5	3	-8	7	-31	0	14	-5	-1
CCOc1ccc(/C=C2/SC(=S)N(C(C(=O)O)c3ccccc3)C2=O)cc1OCC (stereo unspecified)	-20	17	1	9	-8	1	10	-2	0
O=C(CCCCCN1C(=O)c2ccccc2C1=O)Nc1ccc2c(c1)OCCO2	-23	4	4	5	-5[20 µM]	1	6	-6	-3
CCC(=O)Nc1ccc(NC(=O)c2c(C)nc3ccccn23)cc1	-4	-2	6	-1	-9	-4	6	-6	6
Cn1c(C(=O)N2CCN(C(=O)c3ccco3)CC2)cc2c(=O)n3ccccc3nc21	0	14	-22	1	-51[20 µM]	-4	12	-1	6
O=C(c1cccc(S(=O)(=O)Nc2ccccc2Cl)c1)N1CCN(C(=O)c2ccco2)CC1	-4	-15	3	3	-12	7	8	-6	1
CCn1c(CN2CCCCCC2=O)nnc1SCc1cnc(-c2ccccc2)s1	1	2	0	5	-19	2	6	-3	-7
CCC(O)CNC(=O)NC(=C(Cl)Cl)c1ccc(C)c(F)c1 (stereo unspecified)	-9	1	2	0	-37	-3	11	-11	2
Cc1ccc(CC2SC(=Nc3ccccc3)N(c3ccccc3)C2=O)cc1 (stereo unspecified)	1	-24	-5	5	-21	0	12	-5	-4
O=C(CSc1ncccn1)N1CCN(Cc2ccccc2)CC1	-19	15	2	-2	-10[20 µM]	-3	3	-1	4
CCOc1ccc2ccccc2c1CNc1nnnn1CC	10	-1	-1	-2	-18	4	11	-9	-5
CCN(C(=O)COC(=O)c1cncc(Br)c1)C1CCS(=O)(=O)C1 (stereo unspecified)	2	11	2	4	-33	0	9	10	7
CCCCC(CCC(=O)O)(C(=O)OCC)c1csc(Nc2ccc(OCC)cc2)n1 (stereo unspecified)	-5	1	8	3	10	5	9	-5	-14
CNC(=S)N/N=C1\CC(c2ccccc2)Oc2ccccc21 (stereo unspecified)	-10	15	-9	13	-14	1	9	-4	0
O=C(C1Cc2ccccc2CN1S(=O)(=O)c1ccc(F)cc1)N1CCOCC1 (stereo unspecified)	-9	11	-3	6	-5[20 µM]	2	14	4	-5
CCCCCCc1cc2cc(S(=O)(=O)c3ccc(F)c(Cl)c3)c(=O)oc2cc1O	-10	7	-2	10	-7	3	7	-3	-3
OC1(CNCc2cn[nH]c2-c2cc3ccccc3o2)CCCCC1	-4	7	10	6	-28	3	19	3	-2
Cc1cc(NC(=O)C(=O)NCCN2CCN(S(C)(=O)=O)CC2)ccc1Br	-12	-3	3	5	-11	0	8	4	5
Cc1cc(C(=O)OCC(=O)Nc2ccc(F)cc2F)c(C)o1	-3	1	7	4	-22	1	9	5	6
